# RBX1-CUL1 inh = inhibitors of human ROC1-CUL1 ubiquitin ligase activity; E3 ubiquitin-protein ligase RBX1 (Homo sapiens) + Cullin-1 (Homo sapiens), P62877+Q13616; in vitro K48 di-Ub FRET, acceptor:donor ratio, 45 min; inhibition, % at 10 µM; hit rate 0.6% among 140,000; AID 1347404, 2020; in the data active means inhibition above about 25%
# Target sequence (P62877 whole entry, looked up): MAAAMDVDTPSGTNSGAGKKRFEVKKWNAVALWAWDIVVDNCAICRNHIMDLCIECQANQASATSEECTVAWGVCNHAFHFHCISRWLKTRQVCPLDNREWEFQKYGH
# Target sequence (Q13616 whole entry, looked up): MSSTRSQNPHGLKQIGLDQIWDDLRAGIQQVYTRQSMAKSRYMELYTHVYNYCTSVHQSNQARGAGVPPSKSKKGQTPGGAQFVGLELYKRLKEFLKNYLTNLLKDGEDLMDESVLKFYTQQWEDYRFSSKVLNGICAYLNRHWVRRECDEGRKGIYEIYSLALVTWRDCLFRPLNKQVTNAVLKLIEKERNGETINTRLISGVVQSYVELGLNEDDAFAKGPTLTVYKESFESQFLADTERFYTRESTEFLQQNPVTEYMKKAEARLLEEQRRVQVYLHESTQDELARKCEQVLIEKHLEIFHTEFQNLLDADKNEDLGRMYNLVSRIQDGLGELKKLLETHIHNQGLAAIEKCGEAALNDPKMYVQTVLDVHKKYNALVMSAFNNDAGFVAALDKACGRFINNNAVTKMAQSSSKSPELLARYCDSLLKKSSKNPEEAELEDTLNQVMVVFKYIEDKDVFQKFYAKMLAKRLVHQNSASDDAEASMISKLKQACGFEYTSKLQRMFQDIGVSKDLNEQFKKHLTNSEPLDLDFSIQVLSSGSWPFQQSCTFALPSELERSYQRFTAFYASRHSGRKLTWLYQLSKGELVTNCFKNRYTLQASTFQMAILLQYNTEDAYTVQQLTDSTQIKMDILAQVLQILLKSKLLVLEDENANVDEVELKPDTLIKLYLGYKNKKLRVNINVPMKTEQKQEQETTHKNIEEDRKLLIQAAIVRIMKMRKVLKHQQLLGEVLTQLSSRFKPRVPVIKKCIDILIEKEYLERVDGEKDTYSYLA
# Starred values were filed as active, the others as inactive.
RBX1-CUL1 inh,mol
10,Cc1cc(=O)oc2cc(OCC(=O)OCN3C(=O)c4ccccc4C3=O)ccc12
6,CC(=O)c1c(O)ccc2c(-c3ccccc3)cc(=O)oc12
3,CC1(C(=O)N2CCCC2C(=O)Nc2ccc(-c3nc4ccccc4o3)cc2)CC1 (configuration not stated)
1,CCCC(=O)Nc1ccc(-c2nc3ccc(C)cc3s2)cc1
-5,COc1ccc(CCNC(=O)CCCCn2c(=O)c3ccccc3n(Cc3ccccc3)c2=O)cc1OC
5,CC(C)(C)Nc1nc(-c2ccccc2F)nc2ccccc12
-5,O=C1COc2ccc(C(=O)c3ccccc3C(=O)O)cc2N1
9,CCCOc1ccc(C(=O)OCCN2CCCCC2)c(O)c1
10,CCOC(=O)C1CCCN(C(=O)Cn2ncc3c(C)n(Cc4ccc(Cl)cc4)c(C)c3c2=O)C1 (configuration not stated)
5,COc1ccc2c(c1)NC(c1ccc(F)cc1)=NC(c1ccc(F)cc1)=N2

# Fetched by structure from the list above (2):
RBX1-CUL1 inh,mol
10,Cc1cc(=O)oc2cc(OCC(=O)OCN3C(=O)c4ccccc4C3=O)ccc12
5,COc1ccc2c(c1)NC(c1ccc(F)cc1)=NC(c1ccc(F)cc1)=N2

# Going on with the list:
RBX1-CUL1 inh,mol
11,O=C(N/N=C/c1cn[nH]c1-c1ccccc1)c1ccc(Cl)cc1Cl
-15,CCOC(=O)CNc1nc(N(C)C)nc(N(C)C)c1N=Nc1ccc(Cl)cc1
-3,CC(=O)N1CCCc2cc(S(=O)(=O)N3CCCC(C(=O)NCc4ccc(C)cc4)C3)ccc21 (configuration not stated)
1,CCOC(=O)N1CCC(N2CCOC(CC3CCCCC3)C2)CC1 (configuration not stated)
2,N#CC1C(=N)C(C#N)(C#N)[C@H](c2ccc(Cl)cc2)[C@H]2CN(C(=O)OCc3ccccc3)CC=C12 (some centres not stated)
-9,Cc1ccc(CNC(=O)c2cc(S(=O)(=O)N3CCCCCC3)cn2C)cc1
3,O=S(=O)(NCCc1csc2nc(-c3ccccc3)nn12)c1ccc(Cl)s1
3,Cn1c(COc2ccc3ccccc3c2)nnc1SCC(=O)Nc1cccc(Cl)c1
9,Fc1ccc(NCc2nnc3n2CCCCC3)cc1Cl
-4,COc1ccc(NC(=O)c2cn3c4c(ccc(Cl)c4c2=O)OC(C)C3)cc1OC (configuration not stated)

RBX1-CUL1 inh,mol
-1,Clc1cccc2c3c([nH]c12)-c1nonc1CC3
3,Cc1ccc(C)c(Cn2c(=O)n(-c3ccc(Cl)cc3)c(=O)c3c(C)c(C)sc32)c1
4,CC(C)(C)C1CC(O)CN(C(C)(C)C)C1 (configuration not stated)
13,C=CCc1c(C)nc(Nc2nc(C)c3cccc(OCC)c3n2)[nH]c1=O
-2,COc1ccccc1NC(NC(=O)c1cccnc1)C(Cl)(Cl)Cl (configuration not stated)
-3,Cc1oc(-c2cccc(C(F)(F)F)c2)nc1CN1C[C@@H](C)O[C@@H](C)C1
0,O=c1oc2c3c(ccc2c2ccccc12)OCN(Cc1ccccc1Cl)C3
-3,CCOc1ccccc1NC(=O)CSc1cc(=O)n(CC)c2ccccc12
4,O=C(NCCc1ccccc1)c1ccc(NC(=O)c2cccnc2)cc1
4,CC1CC2=Nc3ccccc3NC(C)C2C(=O)O1 (configuration not stated)

# The final 2 entries of the part above lead into the next:
RBX1-CUL1 inh,mol
4,O=C(NCCc1ccccc1)c1ccc(NC(=O)c2cccnc2)cc1
4,CC1CC2=Nc3ccccc3NC(C)C2C(=O)O1 (configuration not stated)
-4,CC(C)=CCN1CC[C@@H](N2CCCCCC2)[C@H](O)C1
5,COC(=O)c1c(C)oc2c1cc(NS(=O)(=O)c1cccs1)c1ccccc12
0,Cc1nn(-c2ccccc2)c(C)c1/C=C/C(=O)Nc1ccc(Oc2ccccc2)cc1
-2,COc1ccc(Nc2cc(C(=O)NCc3ccccc3)c3ccccc3n2)cc1OC
8,O=c1cc(C2CCNCC2)nc(-c2csc3c2CCCC3)[nH]1
-3,COc1ccc(-n2nnc(C(=O)Nc3ccccc3F)c2N)cc1
11,CN(C(=O)c1ccc2c(c1)N(Cc1ccccc1F)C(=O)c1ccccc1S2)C1CCCCC1
5,Cc1ccc(-n2c(=O)c3ccc(C(=O)NCc4ccccc4Cl)cc3n(CC(N)=O)c2=O)cc1
2,COc1ccc(-c2nn(-c3ccc(C)cc3)c3c2cnc2ccc(C)cc23)cc1OC
-7,CN1C(=O)C2C(=NC3=C(C(=O)c4ccccc43)C2c2ccc(C(F)(F)F)cc2)N(C)C1=O (configuration not stated)

RBX1-CUL1 inh,mol
1,COc1ccc(OC)c(Cc2nnc(CCC(=O)NCc3ccsc3)o2)c1
3,CN(C)CCCC(C(N)=O)c1ccccc1Sc1ccc(Cl)cc1 (configuration not stated)
-1,O=C(c1cn(C/C=C/c2ccccc2)nn1)N1CCCC1
12,O=c1[nH]c(N(Cc2ccccc2)Cc2ccccc2)nc2nccnc12
-2,CCOc1ccc(CC(=O)Nc2c(C(=O)Nc3ccc(OC)cc3OC)oc3ccccc23)cc1
2,N#Cc1c(-n2ncnc2-c2cccc(Br)c2)sc2c1CCCCC2
8,COc1ccc2c(CNCc3cccs3)c(C(=O)O)n(Cc3ccccc3)c2c1
7,Cc1csc(NC(NC(=O)c2ccccc2Cl)(C(F)(F)F)C(F)(F)F)n1
10,O=C(Nc1ccccc1Br)c1ccc(CN2CCCCC2)cc1
0,CC1(C)CC(=O)C2=C(C1)OC(=N)C([N+](=O)[O-])C2c1ccc(C#N)s1 (configuration not stated)

RBX1-CUL1 inh,mol
1,Cc1ccc(Cl)cc1N1CCN(C(=S)NC2CCCC2)CC1
-8,Cc1nc(N2CCCC2)ncc1C(=O)NCc1ccccc1Cl
-6,CCCn1c(C)c(CC(=O)NCc2n[nH]c(C)n2)c2c1CC(C)(C)CC2=O
-1,Cc1nc(Cl)sc1C(=O)Nc1cccc(Cl)c1
9,CC1=C([N+](=O)[O-])C(c2ccccc2Cl)N(C)C(=O)N1C (configuration not stated)
4,CCOc1cc(C2c3c(n[nH]c3-c3cc(OC)ccc3OC)OC(=N)C2C#N)ccc1O (configuration not stated)
-3,COc1ccc(NC(=O)CCNS(=O)(=O)c2ccc3c(c2)CCN3C(=O)C2CC2)cc1Cl
0,COc1c(Cl)cc(Cl)cc1-c1nnc(-c2cccc(Br)c2)o1
-6,C=CCn1c(Sc2c(-c3ccccc3Cl)c3ccc(Cl)cc3[nH]c2=O)nnc1-c1cccnc1
9,CCN1CCC(C(=O)N2CCC(n3cc(-c4ccccc4)nn3)CC2)C1 (configuration not stated)

RBX1-CUL1 inh,mol
2,Cc1cccc(NC(=O)c2cc3c(C)nn(-c4ccccc4)c3s2)c1
5,O=C(CN1Cc2ccccc2C1=O)Nc1cc(F)ccc1F
2,c1ccc2c(c1)nc(N1CCOCC1)c1c3ccccc3[nH]c21
3,O=C(O)C12C3C4C1C1C2C3C1(Br)C4(O)O (configuration not stated)
8,COc1cc(C(NC(=O)c2ccccc2F)NC(=O)c2ccccc2F)cc(OC)c1OC
7,CC1Cn2c(nc3c(Cl)cc(Cl)cc3c2=O)S1 (configuration not stated)
-6,O=C1C=C(N2CCN(S(=O)(=O)c3ccccc3)CC2)C(=O)N1c1cccc(Cl)c1
15,O=C1/C(=C/c2ccc(Cl)cc2)COc2ccc3ccccc3c21
-3,COC(=O)c1ccccc1NC(=O)c1nc2nc(-c3ccc(Cl)cc3)cc(C(F)(F)F)n2n1
0,CC(=O)Nc1ccc(NC(=O)C(NS(=O)(=O)c2ccc(Br)s2)c2ccccc2)cc1 (configuration not stated)

RBX1-CUL1 inh,mol
-3,Cc1cccc(-n2cnc(C(=O)N3CCCC3c3ccc(C(N)=O)s3)c2)n1 (configuration not stated)
-1,O=C(N/N=C/c1coc2ccc(Cl)cc2c1=O)c1ccccc1O
7,Cc1cc(C)c(S(=O)(=O)Nc2ccc(-c3cn4ccc(C)cc4n3)cc2)c(C)c1
0,COc1ccc(S(=O)(=O)c2cn(C)c3cc(N4CCCCC4)c(F)cc3c2=O)cc1
-1,Cc1noc(NC(=O)c2sc3ccccc3c2O)c1C
-13,CC1(C)Cc2nc(N3CCC(O)CC3)ncc2C(NC(=O)C2CCCC2)C1 (configuration not stated)
-8,CNC(=O)c1cc(S(=O)(=O)N2CCN(c3ccc(F)cc3)CC2)ccc1OC
2,O=S(=O)(c1ccccc1)c1cnc2c(Br)c(-c3ccccc3)nn2c1-c1ccccc1
-7,c1ccc2c(-c3cnnc(N4CCC(N5CCOCC5)CC4)n3)cccc2c1
2,Cc1n[nH]c(C)c1CCCN(C)[C@@H]1c2ccccc2C2(CCNCC2)[C@H]1O

RBX1-CUL1 inh,mol
-2,Nc1ccc(C(=O)OCCN2C(=O)c3cccc(N)c3C2=O)cc1
-6,Cc1ccc(COc2ccc(C=C3C(=O)NC(=O)NC3=O)cc2Br)cc1
6,CN1CCN(C2C(=N)C(=O)Oc3ccccc32)CC1 (configuration not stated)
4,CCc1ccc2oc(C(=O)Nc3nonc3CC)c(C)c2c1
7,CCN(CC)C(=O)c1cc2c(=O)n3cc(C)ccc3nc2n1C
13,CCCC(=O)Nc1ccc(I)cc1F
-6,CCOc1ccc(NC(=O)[C@@H](c2ccccc2)N2Cc3ccccc3C2=O)cc1
-2,N#CCCSc1nc(C23CC4CC(CC(C4)C2)C3)cc(C(F)(F)F)c1C#N
-1,COc1ccccc1CCc1nnc(CCC(=O)NCc2cc(F)ccc2C)o1
5,COCCc1noc(C2CCCN2C(=O)Nc2nc(C)n(C(C)C)n2)n1 (configuration not stated)

# Quoted from the results shown for reference:
RBX1-CUL1 inh,mol
-2,Nc1ccc(C(=O)OCCN2C(=O)c3cccc(N)c3C2=O)cc1
-6,Cc1ccc(COc2ccc(C=C3C(=O)NC(=O)NC3=O)cc2Br)cc1
6,CN1CCN(C2C(=N)C(=O)Oc3ccccc32)CC1 (configuration not stated)
4,CCc1ccc2oc(C(=O)Nc3nonc3CC)c(C)c2c1
7,CCN(CC)C(=O)c1cc2c(=O)n3cc(C)ccc3nc2n1C
13,CCCC(=O)Nc1ccc(I)cc1F
-6,CCOc1ccc(NC(=O)[C@@H](c2ccccc2)N2Cc3ccccc3C2=O)cc1

# (cont.)
RBX1-CUL1 inh,mol
-11,CCOc1ccc(C(=O)CSc2nc3cc(C(=O)NC4CCCC4)ccc3c(=O)n2CC2CCCO2)cc1 (configuration not stated)
13,Nn1c(=S)[nH]c2sc(-c3ccccc3)cc2c1=O
4,Cc1ocnc1C(=O)N1CCCC1C(=O)Nc1ccc(-c2cccc(F)c2)cc1 (configuration not stated)
9,Fc1cccc(C2CCN(Cc3ccc4nccnc4c3)c3ccccc3S2)c1 (configuration not stated)
14,OCC1(CCc2ccccc2)CCCN(Cc2ccncc2)C1 (configuration not stated)
-1,Cc1c(C(=O)O)oc2c1C(=O)CCC2
-1,CCOc1ccc(NC(=O)CCc2c(C)nc3c4c(C)cc(C)nc4nn3c2C)cc1
-12,CCOc1ccccc1NC(=O)CCCc1nc(-c2ccccc2Cl)no1
-1,COc1cccc(-c2cc(C(F)(F)F)n3ncc(C(=O)NCCCn4ccnc4)c3n2)c1
3,O=C1N/C(=N/N=C\c2cccs2)SC1Cc1ccc(Cl)cc1Cl (configuration not stated)

RBX1-CUL1 inh,mol
8,COc1ccc(C(=O)c2c(C)c3ccccc3n2CC(O)CNC(C)C)cc1 (configuration not stated)
-3,COC(=O)c1ccc(Nc2nc(-c3ccc(C)cc3)nc3ccccc23)cc1
6,Cc1nc(N2CCC(C(=O)N3CCC(Oc4ccccc4F)CC3)CC2)nc2ccc(C(C)C)cc12
11,OC1CCN(c2ccnc(N3CCc4[nH]nc(-c5ccccc5)c4C3)n2)CC1
-4,CCN(C(=O)c1c(C)oc2ncn(CC(C)C)c(=O)c12)c1cccc(Cl)c1
5,COc1ccc(S(=O)(=O)N2CCCCC2)cc1C(=O)NC1CCCC1
2,Cc1ncoc1C(=O)NC1CCCN(Cc2ccccc2F)C1 (configuration not stated)
4,CCOC(=O)C1(Cc2ccccc2F)CCCN(C(=O)CN2CCCC2=O)C1 (configuration not stated)
-1,CCOc1ccc(Cl)cc1CNCCCSc1nnnn1C
5,CCOc1ccc(NS(=O)(=O)c2ccc3c(c2)C(=O)C(C(=O)NC2CCCC2)C=N3)cc1 (configuration not stated)

RBX1-CUL1 inh,mol
3,Cn1nnnc1SCCCNCc1ccccc1OCc1ccc(Cl)cc1
2,Cc1ccc(-c2csc3nc(C)n(-n4cccc4)c(=O)c23)o1
11,CC(=O)Oc1ccc2oc(=O)c3c(c2c1)CCCN3C(=O)CN1CCCCC1
-3,COC(=O)c1ccc(CN2CCC(CCC(=O)NCC3CCCO3)CC2)cc1 (configuration not stated)
0,Cc1ccc(CNC(=O)Nc2cc(C)ccc2C)cc1
-5,CCOc1ccc(-c2nonc2NC(=O)COc2ccc(C)c(C)c2)cc1OCC
-3,Cc1c(CC(=O)NCc2cccnc2)c2c(n1CC(C)C)CC(C)(C)CC2=O
-5,O=C1C(Cl)=C(N2CCCCCC2)C(=O)N1c1cccc(Cl)c1
-4,O=C(COc1ccccc1)NCc1cccnc1
2,N#Cc1cccc2c1NC(c1cccc(Cl)c1Cl)C1CC=CC21 (configuration not stated)

RBX1-CUL1 inh,mol
3,CC(C)c1ccc(C(=O)NC(C(=O)O)C(C)C)cc1 (configuration not stated)
-10,O=C(Nc1ccc(Cl)c(C(F)(F)F)c1)C(Cc1ccccc1)NS(=O)(=O)c1ccc(Br)s1 (configuration not stated)
5,Cc1ccc(NC(=O)Cc2ccccc2F)cc1O
2,CCC(=O)N1CCc2cc(CNS(=O)(=O)c3cc(Cl)ccc3OC)ccc21
-3,C#CCOc1ccccc1C1C(C(=O)OC)=C(C(=O)OC)ON1C (configuration not stated)
8,O=C(NC1CC1)C1CCN(C2CCN(Cc3cccn3-c3cccnc3)CC2)CC1
-1,O=C(COc1ccccc1F)Nc1c(C(=O)Nc2cccc(F)c2)oc2ccccc12
-4,N#Cc1c(N)nc2c(sc3nc4c(cc32)CCCCC4)c1-c1ccccc1
5,Cc1ccc2c(=O)cc(C(=O)Nc3sc4c(c3C(=O)NCc3ccco3)CCCC4)oc2c1C

# High-throughput results (PubChem)

# An excerpt. The share of hits here may be higher or lower than overall.
